Screening results (PubChem BioAssay)
Rv3671c protease – inhibits the M. tuberculosis serine protease Rv3671c. inhibition, % at 5.96 µM. P9WHR9. actives 0.048% (n = 320,000). AID 2606; in the data active = inhibition above about 38%;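 note: extracellular domain of Rv3671c used as enzyme; 0% = enzyme with DMSO and 100% = no enzyme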
Target sequence (P9WHR9 whole entry, looked up, the tested form may be a part): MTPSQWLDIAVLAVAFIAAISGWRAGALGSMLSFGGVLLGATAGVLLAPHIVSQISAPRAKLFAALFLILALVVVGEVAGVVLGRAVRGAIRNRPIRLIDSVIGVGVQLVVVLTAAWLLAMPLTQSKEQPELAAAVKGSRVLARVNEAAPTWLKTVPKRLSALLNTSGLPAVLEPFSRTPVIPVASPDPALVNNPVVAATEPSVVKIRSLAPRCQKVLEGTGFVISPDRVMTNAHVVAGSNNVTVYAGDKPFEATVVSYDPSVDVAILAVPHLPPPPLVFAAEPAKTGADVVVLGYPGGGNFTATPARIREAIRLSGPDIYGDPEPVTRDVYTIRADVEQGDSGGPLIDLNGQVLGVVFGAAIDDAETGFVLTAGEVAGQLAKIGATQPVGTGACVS
FBA Mtb inh – inhibitors of M. tuberculosis fructose-bisphosphate aldolase; P9WQA3; purified M. tuberculosis FBA, fluorescence read-out; inhibition, % at 1 µM; actives 2.3% (n = 360,000); AID 588726; in the data active = inhibition above about 27%;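 note: 0% = vehicle and 100% = reference inhibitor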
MazF activator – MazEF (E. coli) toxin RNase activation. P0AE70. FAM/BHQ RNA-DNA oligo cleavage fluorescence, 5 h. activation, % at 20 µM. actives 0.32% (n = 350,000); in the data active = activation above about 50%
GDH-TPI counter – GDH-TPI coupled enzyme inhibition counter-screen | GDH-TPI coupled enzyme counterscreen, NADH absorbance | AID 588335 | inhibition, % at 4.8 µM | actives 1.2% (n = 360,000);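 note: 0% = DMSO wells and 100% = wells lacking the enzyme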
Mtb BioA inh – inhibitors of Mycobacterium tuberculosis BioA enzyme | purified M. tuberculosis BioA enzyme, plate reader | inhibition, % at 9.99 µM | actives 0.096% (n = 360,000) | AID 602481; in the data active = inhibition above about 40%; inconclusive = no clear call, values can overlap the other calls
FadD28 FP inh – inhibitors of Mycobacterium tuberculosis FadD28 bisubstrate binding; FadD28 bisubstrate probe binding, fluorescence polarization; actives 0.22% (n = 360,000); AID 588549; inhibition, % at 12.5 µM; in the data active = inhibition above about 8.5%, passing the limit was not always enough; inconclusive = no clear call, values can overlap the other calls
CCHFV vOTU inh – CCHFV vOTU protease inhibition; Pep-AMC fluorescence; inhibition, % at 11.5 µM; actives 0.55% (n = 370,000); AID 651958; note: 0% = vehicle wells with enzyme and 100% = no enzyme wells
Mtb UGM inh – inhibitors of M. tuberculosis UDP-galactopyranose mutase. P9WIQ1. purified UGM, fluorescence polarization probe displacement. inhibition, % at 10 µM. actives 0.06% (n = 320,000); in the data active = inhibition above about 10%, passing the limit was not always enough; inconclusive = no clear call, values can overlap the other calls
Target sequence (P9WIQ1 whole entry, looked up): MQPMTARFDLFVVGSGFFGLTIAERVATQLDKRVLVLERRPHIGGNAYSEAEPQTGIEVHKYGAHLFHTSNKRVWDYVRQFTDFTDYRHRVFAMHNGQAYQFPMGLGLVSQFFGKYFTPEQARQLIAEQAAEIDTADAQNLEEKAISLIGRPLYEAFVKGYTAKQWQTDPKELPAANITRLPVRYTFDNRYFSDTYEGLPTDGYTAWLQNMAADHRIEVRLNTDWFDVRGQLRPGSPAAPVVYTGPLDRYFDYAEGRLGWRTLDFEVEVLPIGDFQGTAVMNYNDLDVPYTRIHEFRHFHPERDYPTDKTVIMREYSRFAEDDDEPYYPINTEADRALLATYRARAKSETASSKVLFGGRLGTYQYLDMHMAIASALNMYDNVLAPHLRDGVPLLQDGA
BoNT-F LC inh – BoNT F light chain protease inhibition; Multiplex microsphere protease cleavage assay, flow cytometry; inhibition, % at 10 µM; actives 0.22% (n = 360,000); AID 588497; in the data active = inhibition above about 35%, passing the limit was not always enough; inconclusive = no clear call, values can overlap the other calls; note: plate controls were buffer without enzyme for full effect and enzyme alone for no effect
VHR inh abs – inhibitors of human VHR1 phosphatase (DUSP3); P51452; recombinant VHR phosphatase, pNPP absorbance; inhibition, % at 13.3 µM; actives 0.52% (n = 290,000); AID 1654; in the data active = inhibition above about 50%; note: some compounds called inactive have numbers as strong as hits
Target sequence (P51452 whole entry, looked up): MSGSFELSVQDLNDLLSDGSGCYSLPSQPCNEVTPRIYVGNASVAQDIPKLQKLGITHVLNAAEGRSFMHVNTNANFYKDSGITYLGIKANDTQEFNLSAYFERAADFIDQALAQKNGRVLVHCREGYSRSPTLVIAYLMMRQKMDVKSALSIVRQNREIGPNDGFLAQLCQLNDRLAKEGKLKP
* = called active by the depositor; ? = inconclusive; · = not tested or not shown. Cut-off read from the data, not from the text of the source, unless noted: active = inhibition above about 30%; inactive = the rest.

Values in the order: Mtb BioA inh	BoNT-F LC inh	Mtb UGM inh	GDH-TPI counter	MazF activator	CCHFV vOTU inh	FadD28 FP inh	Rv3671c protease	FBA Mtb inh	VHR inh abs
> COC(=O)[C@@](C)(O)C1(C(=O)SC(C)(C)C)CC1
    1.6	-5	-4.5	8	1	-10	-2.6	-2	3	·
> CC(Oc1ccc([N+](=O)[O-])cc1)C(=O)NCCCN1CCOCC1 (configuration not stated)
    -0.1	-2	0.3	10	-3	-6	-1.7	-3	2	34
> CCOC(=O)c1ccc(NC(=O)c2nc[nH]c2C(=O)N(C)CCO)cc1
    -0.4	-4	·	-4	6	3	-3.1	·	4	·
> CC1CC(C)(C)CC2(C1)NC(=O)N(CC(=O)N(Cc1ccccc1)c1ccccc1)C2=O (configuration not stated)
    -0.9	-3	-3.9	-1	2	5	-2.3	-6	1	·
> C=CCCC(=O)NC1CC(C)(C)Cc2c1cnn2-c1ccc(OC)cc1 (configuration not stated)
    1.6	?	-2.5	-10	1	-8	-0.3	-1	3	36
> Oc1c(Cl)c(Cl)c2ncccc2c1Cl
    ·	-5	·	2	4	11	0.2	·	2	·
> O=C(CCCN1C(=O)NC2(CCCC2)C1=O)Nc1ccc(Cl)c(S(=O)(=O)N2CCOCC2)c1
    0.3	15	·	-6	1	-8	-3.2	·	-1	·
> Cn1cccc1C(=O)NC(=O)CSc1nnc(C2CC2)n1-c1ccccc1
    0.4	-4	-3.3	4	7	3	-0.1	5	-3	35
> O=C(NCc1ccccn1)C(=O)NCC1OCCN1S(=O)(=O)c1ccc([N+](=O)[O-])cc1 (configuration not stated)
    -0.5	2	-1.4	-10	0	4	-1.0	2	1	4
> Cc1ccc(CCNC(=O)C2CCN(S(=O)(=O)c3c(C)nn(C)c3C)CC2)cc1
    -0.5	-8	-1.0	5	-2	-8	0.4	-5	1	36
> CCC(Oc1ccccc1)C(=O)Nc1cc(C(F)(F)F)ccc1N1CCOCC1 (configuration not stated)
    ·	-9	0.1	11	0	6	-1.6	-13	2	·
> CC1(C)Oc2cc3oc(-c4cc(O)cc(O)c4)cc3cc2CC1O (configuration not stated)
    1.4	2	-1.2	29	14	-37	?	2	89*	·
> O=C(Nc1ccc(Oc2cccnc2)cc1)C1CCN(Cc2cccc(Cl)c2)CC1
    -1.0	1	2.1	9	-5	13	-1.6	-1	1	24
> COc1ccccc1CNC(=O)c1ccc(CS(=O)(=O)c2ccccc2OC)o1
    0.2	-4	1.8	0	2	6	1.1	3	3	20
> N#CC1=C(N)Oc2n[nH]c(-c3ccc(F)cc3)c2C1c1cccc(OC(=O)N2CCOCC2)c1 (configuration not stated)
    1.5	·	2.1	7	4	12	-1.5	-9	-1	29
> O=C(Cc1c(F)cccc1Cl)N1CCN(S(=O)(=O)c2cccc(F)c2)CC1
    -0.6	-7	-0.9	-7	3	-4	-2.8	1	1	·
> CCOC(=O)c1c(NC(=O)CN2C(=O)NC(C)(c3ccc(OC(F)F)cc3)C2=O)sc(C)c1C (configuration not stated)
    ·	-1	-0.5	1	0	9	-2.8	-32	-2	21
> CCC(C(=O)Nc1cc(Cl)c(OC)cc1OC)c1ccccc1 (configuration not stated)
    -1.9	0	2.1	-3	4	7	-1.9	0	0	25
> COc1cccc(C(O)Cc2nc3ccccc3n2C)c1OC (configuration not stated)
    -0.4	1	2.9	0	6	1	-0.7	3	-1	22
> CCOC(=O)C(C)n1cnc2c(oc3ccccc32)c1=O (configuration not stated)
    1.5	-1	-1.1	0	-9	9	-0.4	2	0	51*
> O=C(COc1cc(F)ccc1[N+](=O)[O-])Nc1ccc(N2CCOCC2)cc1
    ·	2	3.7	-4	-16	6	-3.2	5	-3	-2
> CCn1c(SCC(=O)N2CCN(C)CC2)nc2c1c(=O)n(C)c(=O)n2C
    3.5	-7	3.0	1	1	8	-0.8	1	3	16
> Cc1c(C(=O)O)oc2ccc(S(=O)(=O)NCc3ccc(F)cc3)cc12
    ·	-6	-0.3	-1	-4	-2	-2.2	-1	1	7
> Cc1ccc(CNC(=O)CO/N=C/c2ccc(C(C)(C)C)cc2)cc1
    ·	-1	0.1	8	-2	13	0.4	2	0	-4
> Cc1ncc(N=Nc2ccccc2Cl)c(-c2ccccc2)n1
    0.3	-4	0.6	-8	-2	12	0.5	3	10	9
> Cc1c(NC(=O)CSc2nc3c(cnn3-c3ccccc3)c(=O)[nH]2)c(=O)n(-c2ccccc2)n1C
    ·	-4	2.1	5	2	-5	-3.7	-2	1	-8
> COc1ccc2c(c1)CCCC21SC(NC(C)=O)=NN1C(C)=O (configuration not stated)
    ·	0	0.6	0	-11	-3	-2.0	-5	-3	13
> Cc1noc(C)c1COC(=O)COc1ccc2c(C)cc(=O)oc2c1
    -2.7	2	1.7	4	3	-11	-2.0	5	21	7
> CCCOC(=O)CCc1n[nH]c(=O)[nH]c1=O
    0.1	13	0.5	-3	-4	10	-2.9	4	0	14
> Cc1ccc(N(C(C)C(=O)N2CCOCC2)S(C)(=O)=O)cc1C (configuration not stated)
    ·	2	-1.5	-1	-9	-5	-1.9	7	6	3

Arranged by length of the SMILES (falling): part of the list above
Values in the order: Mtb BioA inh	BoNT-F LC inh	Mtb UGM inh	GDH-TPI counter	MazF activator	CCHFV vOTU inh	FadD28 FP inh	Rv3671c protease	FBA Mtb inh	VHR inh abs
> N#CC1=C(N)Oc2n[nH]c(-c3ccc(F)cc3)c2C1c1cccc(OC(=O)N2CCOCC2)c1 (configuration not stated)
    1.5	·	2.1	7	4	12	-1.5	-9	-1	29
> O=C(Cc1c(F)cccc1Cl)N1CCN(S(=O)(=O)c2cccc(F)c2)CC1
    -0.6	-7	-0.9	-7	3	-4	-2.8	1	1	·
> O=C(Nc1ccc(Oc2cccnc2)cc1)C1CCN(Cc2cccc(Cl)c2)CC1
    -1.0	1	2.1	9	-5	13	-1.6	-1	1	24
> CCn1c(SCC(=O)N2CCN(C)CC2)nc2c1c(=O)n(C)c(=O)n2C
    3.5	-7	3.0	1	1	8	-0.8	1	3	16
> CCC(Oc1ccccc1)C(=O)Nc1cc(C(F)(F)F)ccc1N1CCOCC1 (configuration not stated)
    ·	-9	0.1	11	0	6	-1.6	-13	2	·
> Cn1cccc1C(=O)NC(=O)CSc1nnc(C2CC2)n1-c1ccccc1
    0.4	-4	-3.3	4	7	3	-0.1	5	-3	35
> C=CCCC(=O)NC1CC(C)(C)Cc2c1cnn2-c1ccc(OC)cc1 (configuration not stated)
    1.6	?	-2.5	-10	1	-8	-0.3	-1	3	36
> Cc1ccc(N(C(C)C(=O)N2CCOCC2)S(C)(=O)=O)cc1C (configuration not stated)
    ·	2	-1.5	-1	-9	-5	-1.9	7	6	3
> CC1(C)Oc2cc3oc(-c4cc(O)cc(O)c4)cc3cc2CC1O (configuration not stated)
    1.4	2	-1.2	29	14	-37	?	2	89*	·
> Oc1c(Cl)c(Cl)c2ncccc2c1Cl
    ·	-5	·	2	4	11	0.2	·	2	·

(listing goes on)
Values in the order: Mtb BioA inh	BoNT-F LC inh	Mtb UGM inh	GDH-TPI counter	MazF activator	CCHFV vOTU inh	FadD28 FP inh	Rv3671c protease	FBA Mtb inh	VHR inh abs
> Cn1cc(C(=O)C(=O)N2CCCCC2)c2ccccc21
    -1.1	-7	·	8	4	8	-2.4	·	-1	·
> CC(C)(CN1CCCC1)NC(=O)C1CCC(=O)N(CCCN2CCOCC2)C1 (configuration not stated)
    -2.5	7	0.6	-11	1	8	-3.9	-10	-2	-9
> Cc1ccc(C(=O)NCC(=O)OCC(=O)c2cc(C)n(Cc3ccco3)c2C)cc1
    -1.8	-8	-0.9	8	-2	4	-1.6	-3	0	22
> COc1ccc(NC(=O)C2CCCN2S(=O)(=O)c2ccc(C)cc2)cc1 (configuration not stated)
    2.6	-2	1.4	7	7	-3	-0.1	1	0	35
> O=C(NCC(c1cccs1)N1CCOCC1)C1CCN(S(=O)(=O)c2c(Cl)cccc2Cl)CC1 (configuration not stated)
    ·	0	4.6	-7	-2	9	-4.5	7	1	·
> OC(c1ccc2ccccc2c1)c1ncc(-c2ccc(C(F)(F)F)cc2)[nH]1 (configuration not stated)
    -1.0	-5	·	3	·	25	-3.8	·	14	·
> Cc1ccccc1NS(=O)(=O)c1ccc(OCC(=O)NCc2cccnc2)cc1
    ·	-11	·	-5	3	-17	1.5	-2	-3	5
> CCOC(=O)C1=C(C)N(c2ccccc2)C(=O)NC1c1cccc([N+](=O)[O-])c1 (configuration not stated)
    -1.3	2	·	7	2	3	-1.4	-9	1	-10
> COC(=O)c1ccccc1NC(=O)c1nc2nc(C)cc(C(F)F)n2n1
    ·	0	3.4	4	7	10	-1.4	-4	4	-16
> Cc1cc(C)n(C(=O)c2ccc([N+](=O)[O-])cc2[N+](=O)[O-])n1
    ·	4	1.3	6	-4	-3	0.3	3	5	1
> Cc1ccc(NC(=O)COC(=O)CN2CCCCCC2=O)cc1C
    -0.5	·	-1.2	1	0	-3	-0.4	2	1	·
> O=C(COC(=O)C1(c2ccccc2F)CCCC1)N1CCN(C(=O)c2ccco2)CC1
    -0.3	5	0.9	4	7	2	-0.9	-4	0	24
> CCOC(=O)N1CCC(N2C(=O)c3ccccc3C2Nc2ccc(Cl)cn2)CC1 (configuration not stated)
    11	-1	-1.9	-18	5	11	-2.9	4	2	0
> CCOC(=O)C1CCCN(C(=O)C2CCCN(S(C)(=O)=O)C2)C1 (configuration not stated)
    0.0	1	-2.3	5	3	5	1.0	-7	1	17
> COC(=O)c1sccc1NC(=O)/C=C\c1ccc(Cl)cc1Cl
    -2.0	1	·	18	-31	4	-1.0	·	0	19
> OCC1CCCC(n2cnc3c(=S)nc[nH]c32)O1 (configuration not stated)
    -2.6	3	1.0	11	4	11	-2.5	-4	1	48
> COc1cc2c(cc1OC)CN(C(=O)c1ccc(Br)o1)CC2
    ·	-6	1.1	-12	3	-6	-1.9	-10	1	4
> COc1ccccc1CNc1n[nH]c(NCc2ccccc2OC)n1
    -2.4	-2	2.2	-4	-2	7	0.4	1	10	-4
> O=C(CCNS(=O)(=O)c1cccc2nonc12)N1CCN(c2cccc(Cl)c2)CC1
    0.3	-8	1.5	-7	2	6	-5.4	7	0	-8
> O=C(CCN1C(=O)c2ccccc2C1=O)NC1=NCCS1
    0.3	-11	0.0	-4	2	1	-2.4	8	5	10
> O=C(CNc1ccccc1)c1ccc([N+](=O)[O-])cc1
    ·	11	2.3	6	7	-9	-3.0	-4	-2	28
> O=C(c1ccco1)N1CCN(C(=O)c2cnn3c(C(F)(F)F)cc(-c4cccs4)nc23)CC1
    1.7	1	-2.3	4	3	-15	-2.1	5	11	-26
> CCC(NC(=O)c1ccccc1NC(=O)c1ccco1)C(=O)NNC(=O)c1ccc(OC)cc1 (configuration not stated)
    ·	-5	-0.6	0	-13	12	-0.8	-11	4	-7
> Cc1c(CCOC(=O)c2ccc(N3CCOCC3)c([N+](=O)[O-])c2)sc[n+]1CC#N
    4.8	3	2.2	0	0	-16	2.2	1	0	5
> CSc1cccc(NC(=O)c2cnn3ccccc23)c1
    ·	4	-1.0	1	4	15	-2.4	1	3	-13
> CCCCn1c(N)c(Br)c(=O)[nH]c1=O
    -0.3	-5	-1.0	-4	0	5	-1.1	-7	1	19
> COc1ccc(Sc2nnc(-c3ccccc3)cc2C#N)cc1
    -2.6	-2	2.2	14	20	3	0.4	-8	-1	16
